Bioassay records as filed in PubChem.
Tn6 DDE FP: disrupts Tn6 cyclic peptide binding to fibrin D-Dimer-E complex; P02675; Fibrin DD(E) TRITC-Tn6 fluorescence polarization displacement; inhibition, % at 8.3 µM; 0.21% of 370,000 active;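 active = inhibition above a per-campaign cutoff: mean of compounds within control limits plus 3 SD, cut at about 15% in these data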;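 note: 0% = median of all compound wells on the plate and 100% = blocking peptide control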
DDE Tn7 FP inh: disrupts Tn7 cyclic peptide binding to fibrin D-Dimer-E complex; inhibition, % at 8.3 µM; FP displacement of FITC-Tn7 peptide from fibrin DD(E); 0% = median of compound wells per plate; 0.13% of 370,000 active;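 active = inhibition above the mean of compounds falling within the control limits plus 3 SD of them, cut at about 14% in these data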;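 note: 0% = plate median of compound wells and 100% = 10 µM Aha-Tn7 peptide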
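Test system: human clot-derived fibrin DD(E) complex / Quantity: 2 µM final DD(E) protein / Incubation: 10 min plus 3 h, room temperature / Measured by: fluorescence polarization / Benchmarks: high control of 10 µM Aha-Tn7 peptide / Replicates: singlicate testing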
ARFGAP1 inh: inhibits rat ARF GTPase activating protein 1 | Arfgap1-stimulated ARF1 GTP hydrolysis, GDP FP detection | AID 651572 | inhibition, % at 16.5 µM | 0.26% of 360,000 active;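 active = inhibition above a per-plate limit, mean inhibition of low control wells plus 3 SD, cut at about 25% in these data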;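 note: 0% = DMSO wells with enzyme and 100% = wells lacking Arfgap1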
Target sequence (Q62848 1-136 limits assumed): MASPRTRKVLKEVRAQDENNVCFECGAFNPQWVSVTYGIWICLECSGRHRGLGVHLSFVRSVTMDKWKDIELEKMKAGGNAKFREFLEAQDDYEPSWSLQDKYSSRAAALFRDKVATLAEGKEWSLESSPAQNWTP
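System: truncated rat Arfgap1 GAP domain / Medium: HEPES-based buffer, pH 7.5 / Also added: N-terminally truncated human ARF1-GTP substrate / Incubation: enzyme reaction 120 min at 25 °C after 20 min preincubation / Measured by: FP of antibody-bound GDP Alexa 633 tracer, ex 620/em 688 nm / Replicates: singlicate, each compound tested once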
proKLK7 act: proKLK7 (human) activation, primary screen; P49862; purified proKLK7, EDANS-DABCYL substrate fluorescence; 100% is mature enzyme control, 0% vehicle; activation, % at 7 µM; 0.9% of 370,000 active;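 active = activation above the mean of all tested compounds plus 3 SD, computed per campaign excluding outliers beyond control limits, cut at about 13% in these data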
Target sequence (P49862 whole entry, looked up): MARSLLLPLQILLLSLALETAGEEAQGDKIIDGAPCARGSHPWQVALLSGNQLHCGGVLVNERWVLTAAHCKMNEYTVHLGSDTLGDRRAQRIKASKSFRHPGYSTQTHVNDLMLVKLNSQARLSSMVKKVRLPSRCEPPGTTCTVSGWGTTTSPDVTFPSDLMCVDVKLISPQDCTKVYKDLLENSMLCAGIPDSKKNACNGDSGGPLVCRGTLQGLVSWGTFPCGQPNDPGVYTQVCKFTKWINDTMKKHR
Rev-erbA mod: modulates human Rev-erb alpha binding to DNA | activity, % at 10 µM | Rev-erbα–FITC-DNA binding, fluorescence polarization, 90 min | P20393 | 0.79% of 370,000 active;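 active = activity above about 14%, limit read from the data; passing the limit was not always enough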;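 note: 0% = DMSO wells with 35 nM protein and 100% = DMSO wells with 750 nM protein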
PLC-beta3 inh: blocks human PLC-beta3 enzyme activity; inhibition, % at 12.2 µM; Q01970; Purified PLC-beta3, fluorogenic substrate, fluorescence; 0.18% of 370,000 active; in the data active = inhibition above about 11%;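 note: 0% = median of compound wells on plate and 100% = full blocker control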
PLC-gamma1 inh: inhibitors of human phospholipase C gamma1. AID 720700. purified PLC-gamma1, fluorogenic substrate, fluorescence. inhibition, % at 12.2 µM. 0.84% of 370,000 active. P19174; in the data active = inhibition above about 9.5%
ASAP1 GAP inh: blocks human ASAP1-stimulated Arf1 GTP hydrolysis; Q9ULH1; GDP FP detection; inhibition, % at 16.5 µM; 0.19% of 360,000 active; AID 624377; in the data active = inhibition above about 25%;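 note: 0% = vehicle with enzyme and substrate and 100% = no enzyme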
sPLA2-III inh: Blocks human group III sPLA2 activity; inhibition, % at 12.2 µM; QFRET BODIPY PC-A2 liposome hydrolysis, fluorescence; AID 743126; Q9NZ20; 0.56% of 370,000 active;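 active = inhibition above mean plus 3 SD of compounds lying within the high and low control bounds, cut at about 19% in these data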;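 note: 0% = median of test compound wells and 100% = no enzyme DMSO wells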
UHRF1 binding: human UHRF1 methylated DNA binding inhibitors | UHRF1 binding to methylated oligo, TR-FRET | inhibition, % at 4.4 µM | Q96T88 | 0.75% of 370,000 active; in the data active = inhibition above about 21%;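 note: UHRF1 SRA domain binding a hemimethylated CpG hairpin DNA probe; 0% = median of test compound wells and 100% = reference inhibitor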
* = called active by the depositor.

Fields – Tn6 DDE FP, DDE Tn7 FP inh, ARFGAP1 inh, proKLK7 act, Rev-erbA mod, PLC-beta3 inh, PLC-gamma1 inh, ASAP1 GAP inh, sPLA2-III inh, UHRF1 binding
1	COc1ccc(-c2[nH]ncc2CN(Cc2nccn2C)C(C)C)c(F)c1
  1, -6, -1, -0.9, 0, 3, 3, 7, 1, 0
2	Cc1n[nH]c(=O)c2c(NC(=O)CSc3nncn3C(C)C)oc(C)c12
  -3, 3, -1, -0.5, -2, -7, -1, 7, 18, -2
3	C[C@H](CO)N1C[C@H](C)[C@@H](CN(C)S(=O)(=O)c2ccccc2)Oc2c(NS(=O)(=O)c3ccc(F)cc3)cccc2C1=O
  9, 0, -2, 0.5, -7, 1, 1, -4, -11, -1
4	CCOC(=O)C(=O)N(C)c1c(CC)nc2c(OCc3ccccc3C)cccn12
  13, 5, 0, -0.2, 0, 1, 0, -3, -12, -4
5	Cc1cc(-n2c(C)cc(C(=O)CSc3nnnn3-c3ccccc3)c2C)no1
  -1, -4, -2, 1.1, 3, -2, -2, -1, -48, -1
6	CS(=O)(=O)Nc1ccc(C(=O)Nc2ccccc2-c2ccccc2)cc1
  10, -1, 6, 0.1, -2, -4, 2, 8, -10, -3
7	CC(C)(C)n1nc2c(c1NC(=O)Cc1ccccc1)CS(=O)(=O)C2
  6, 7, -2, -0.1, -1, -6, 1, -15, 5, 1
8	COc1ccc(Nc2nc(-c3ccccc3F)nc3ccccc23)cc1OC
  -6, 1, 4, 0.8, 6, -81, -60, 13, -3, 0
9	Cc1noc(C)c1S(=O)(=O)N(C)C[C@H]1Oc2ccc(NS(=O)(=O)c3ccccc3)cc2C(=O)N([C@H](C)CO)C[C@@H]1C
  -3, -5, -2, 0.2, -1, -1, 1, 11, -7, -1
10	C=CCc1cc(C)cc(C)c1OCCn1cncn1
  7, 2, -5, 0.6, -2, 3, -2, 1, 2, 2
11	Cc1cc(C)c(C)c(S(=O)(=O)NNC(=O)c2cccc(S(=O)(=O)N3CCOCC3)c2)c1C
  2, 1, -10, 0.3, 3, 8, 2, -7, -21, -1
12	COC(=O)C(C)(C(=O)OC)c1ccc(C(F)(F)F)cc1[N+](=O)[O-]
  1, -5, 11, 0.5, 8, 5, 1, -6, 3, 1
13	Cc1nn(-c2ccccc2)c(Cl)c1/C=N\NC(=O)c1cncc(Br)c1
  1, 1, -8, 0.4, 3, 2, -3, 2, 7, -2
14	O=C(NNC1=NCCN1Cc1ccccc1)c1cccc(C(F)(F)F)c1
  0, -4, -3, 0.7, -1, -4, 2, 0, -2, -1
15	CC(C)CC(NC(=O)c1cccs1)c1nnc(SCc2ccc(Cl)c(Cl)c2)n1C (stereo not drawn)
  -4, 0, -1, -0.5, 2, 2, -1, 3, -12, -1

6 compounds drawn at random from the list so far:
Fields – Tn6 DDE FP, DDE Tn7 FP inh, ARFGAP1 inh, proKLK7 act, Rev-erbA mod, PLC-beta3 inh, PLC-gamma1 inh, ASAP1 GAP inh, sPLA2-III inh, UHRF1 binding
9	Cc1noc(C)c1S(=O)(=O)N(C)C[C@H]1Oc2ccc(NS(=O)(=O)c3ccccc3)cc2C(=O)N([C@H](C)CO)C[C@@H]1C
  -3, -5, -2, 0.2, -1, -1, 1, 11, -7, -1
11	Cc1cc(C)c(C)c(S(=O)(=O)NNC(=O)c2cccc(S(=O)(=O)N3CCOCC3)c2)c1C
  2, 1, -10, 0.3, 3, 8, 2, -7, -21, -1
8	COc1ccc(Nc2nc(-c3ccccc3F)nc3ccccc23)cc1OC
  -6, 1, 4, 0.8, 6, -81, -60, 13, -3, 0
10	C=CCc1cc(C)cc(C)c1OCCn1cncn1
  7, 2, -5, 0.6, -2, 3, -2, 1, 2, 2
15	CC(C)CC(NC(=O)c1cccs1)c1nnc(SCc2ccc(Cl)c(Cl)c2)n1C (stereo not drawn)
  -4, 0, -1, -0.5, 2, 2, -1, 3, -12, -1
2	Cc1n[nH]c(=O)c2c(NC(=O)CSc3nncn3C(C)C)oc(C)c12
  -3, 3, -1, -0.5, -2, -7, -1, 7, 18, -2

Next entries
Fields – Tn6 DDE FP, DDE Tn7 FP inh, ARFGAP1 inh, proKLK7 act, Rev-erbA mod, PLC-beta3 inh, PLC-gamma1 inh, ASAP1 GAP inh, sPLA2-III inh, UHRF1 binding
16	C(=N\c1nccs1)/c1c[nH]c2ccccc12
  -5, 2, -13, 0.1, -1, -15, -18, -29, 13, -4
17	Cc1c(NC(=O)COC(=O)c2ncc(Cl)c(Cl)c2Cl)c(=O)n(-c2ccccc2)n1C
  -4, -1, 3, 0.2, -2, -7, 3, -2, 9, 1
18	COC(=O)c1ccc(O)c(Sc2cc(C(=O)OC)ccc2O)c1
  6, -2, -6, 0.5, 2, 2, 1, 13, -10, -1
19	O=C(C1CCC1)N1CCN(S(=O)(=O)c2ccc(Br)cc2Cl)CC1
  -1, -3, -7, -0.4, 4, -1, 1, -16, 7, -1
20	CC(O)[C@H](NC(=O)C1(c2ccccc2)CCN(C(=O)OC(C)(C)C)CC1)C(=O)O (stereo partly drawn)
  2, -5, 2, 0.5, -2, 2, 0, -10, 3, -2
